From PubChem BioAssay
mIDH1 inhibitor – qHTS for Inhibitors of mutant isocitrate dehydrogenase 1 (IDH1): qHTS | Potency, µM (highest dose often 76.6 µM), for inactives: at the top dose activity change, negative = inhibition, hits mostly inhibitors | actives 0.093% (n = 390,000) | AID 602179, 2012 | IDH1-R132H enzyme, NADPH consumption, diaphorase/resazurin fluorescence | Isocitrate dehydrogenase [NADP] cytoplasmic (Homo sapiens), O75874; also: potency is read from the fitted curve at half-maximal effect; % is scaled to controls: 0 for no effect and ±100 for the full control effect; nearly all actives have a fitted effect of over 65% in size
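IDH1-R132H (0.5 ug/mL) preincubated 30 min with compound, then NADPH (0.016 mM) and alpha-KG (2 mM) added; 80 min at RT, pH 7.5. Remaining NADPH coupled via diaphorase/resazurin to fluorescence (540/590 nm); concentration-response curves normalized to no-enzyme control.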
USP1-UAF1 inh – Inhibitors of USP1/UAF1: Primary Screen; recombinant USP1/UAF1, Ub-Rhodamine cleavage fluorescence; Potency, µM (doses to about 57.1 µM), for the others: top-dose activity change, negative = inhibition, usual class: inhibitors; actives 0.23% (n = 390,000); also: potency is read from the fitted curve at half-maximal effect; % is scaled to controls: 0 for no effect and ±100 for the full control effect; nearly all actives have a fitted effect of over 60% in size; inactives centre near -12
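USP1/UAF1 complex (1 nM) preincubated 15 min at room temperature with compound, then Ub-Rho substrate (150 nM final) added. Kinetic fluorescence at 480/540 nm over 6 reads at 60 s intervals; 50 mM HEPES pH 7.8, 0.5 mM EDTA, 0.1 mg/ml BSA, 1 mM TCEP, 0.01% Tween-20.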
rTrxR1 inhibitor – qHTS Assay for Inhibitors of Mammalian Selenoprotein Thioredoxin Reductase 1 (TrxR1): qHTS; recombinant rTrxR1, NADPH fluorescence consumption, selenite substrate; Potency, µM (top dose mostly 114 µM), without a hit: at the top dose activity change, negative = inhibition, usual class: inhibitors; actives 1% (n = 390,000); AID 588453, 2011; also: potency is read from the fitted curve at half-maximal effect; % is scaled to controls: 0 for no effect and ±100 for the full control effect; nearly all actives have a fitted effect of over 65% in size
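Rat TrxR1 (90 nM in the dispensed reagent) was pre-reduced with 400 uM NADPH for 5 min at room temperature, then incubated with compound for 15 min. After 400 uM selenite was added, NADPH fluorescence (Ex 340/Em 450 nm) was followed for 8 min.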
PI4K2A block – qHTS for small molecular inhibitors of PI4K2A. Phosphatidylinositol 4-kinase type 2-alpha (Homo sapiens), Q9BTU6. purified PI4K2A, ADP-Glo luminescence, 1 h; active compounds read low. activity change, negative = inhibition, % at 76.9 µM. actives 0.13% (n = 420,000). AID 1346378, 2018; in the data active = activity change below about -50%; inconclusive = mostly about -30% to -49%;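 also: -100% = wells without enzyme as full effect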
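In this quantitative HTS, ADP production by PI4K2A was quantified luminescently after 1 h at ambient temperature; 100 microM adenosine served as plate-quality control.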
TRHR ag – qHTS for Small Molecule Agonists and Allosteric Enhancers of Human TRH Receptor: Primary Screen for Agonists. TRHR cells, calcium flux fluo-8, FDSS agonist mode. activation, % at 2 µM. actives 0.18% (n = 360,000). AID 493084, 2011; in the data active = activation above about 30%; also: 0% is about no effect
Target sequence (P34981 whole entry, looked up): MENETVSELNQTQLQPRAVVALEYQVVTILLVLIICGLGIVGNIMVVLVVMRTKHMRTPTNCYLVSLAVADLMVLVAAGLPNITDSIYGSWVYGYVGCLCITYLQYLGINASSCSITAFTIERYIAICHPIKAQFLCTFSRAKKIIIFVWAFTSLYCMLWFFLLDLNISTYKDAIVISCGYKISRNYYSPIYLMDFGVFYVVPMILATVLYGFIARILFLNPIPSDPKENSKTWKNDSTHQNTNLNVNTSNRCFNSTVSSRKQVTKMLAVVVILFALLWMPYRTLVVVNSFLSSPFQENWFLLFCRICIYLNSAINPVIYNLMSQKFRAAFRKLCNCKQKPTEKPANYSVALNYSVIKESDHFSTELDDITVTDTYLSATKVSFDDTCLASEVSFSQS
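In this calcium-flux screen, cells bearing human TRHR are dye-loaded with fluo-8, baselined for 10 cycles, then exposed to library compounds; positive kinetic calcium responses during the agonist phase mark hits, with TRH as control.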
TRHR PAM – qHTS for Small Molecule Agonists and Allosteric Enhancers of Human TRH Receptor: Primary Screen for Enhancers | Thyrotropin-releasing hormone receptor (Homo sapiens), P34981 | TRHR cells, fluo-8 calcium fluorescence, EC20 TRH enhancement | enhancement, % at 2 µM | actives 0.66% (n = 360,000) | AID 493056, 2011; in the data active = enhancement above about 30%; also: 0% is about no effect
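TRHR-expressing cells loaded with fluo-8 calcium dye were read kinetically (ex 480/em 530) during compound addition, then stimulated with an EC20 of TRH (10 nM final). Enhancement of the Gq-mediated intracellular calcium response was scored.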
D2 agonist – HTS Assay for Allosteric Agonists of the Human D2 Dopamine Receptor: Primary Screen for Agonists; HEK293 T-REx D2 cells, calcium flux agonist mode; activation, % at 2 µM; actives 0.53% (n = 340,000); AID 485358, 2010;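 active = activation over 3 SD above normal in the single-dose calcium agonist read, cut at about 30% in these data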; also: 0% is about no effect
Target sequence (P14416 whole entry, looked up): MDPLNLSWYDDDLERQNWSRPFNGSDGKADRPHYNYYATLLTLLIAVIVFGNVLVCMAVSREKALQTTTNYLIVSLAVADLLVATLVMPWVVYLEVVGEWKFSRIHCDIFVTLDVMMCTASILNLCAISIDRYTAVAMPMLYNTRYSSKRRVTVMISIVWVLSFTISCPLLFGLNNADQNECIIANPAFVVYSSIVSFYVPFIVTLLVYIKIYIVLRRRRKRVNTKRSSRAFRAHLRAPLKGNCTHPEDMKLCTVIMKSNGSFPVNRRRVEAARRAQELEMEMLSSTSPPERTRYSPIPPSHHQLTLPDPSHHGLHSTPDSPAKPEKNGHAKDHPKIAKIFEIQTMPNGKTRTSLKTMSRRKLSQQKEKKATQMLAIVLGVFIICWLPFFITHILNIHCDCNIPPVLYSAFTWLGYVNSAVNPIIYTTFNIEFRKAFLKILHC
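Calcium-flux readout, 1 cycle/sec over 180 s following compound pin transfer, in inducible HEK293 Trex D2 cells (force-coupled); dopamine controls included. Positive calcium responses during this window marked compounds as potential agonists.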
D2 antag – HTS Assay for Allosteric Antagonists of the Human D2 Dopamine Receptor: Primary Screen for Antagonists. D(2) dopamine receptor (Homo sapiens), P14416. HEK293 TREx D2 cells, calcium flux, dopamine EC80. AID 485344, 2010. actives 2% (n = 340,000). inhibition, % at 10 µM; in the data active = inhibition above about 30%; also: 0% is about no effect
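Tetracycline-induced HEK293 T-REx cells expressing D2 force-coupled to calcium signalling were dye-loaded, exposed to compound for 180 s, then challenged with an EC80 of dopamine; calcium flux was followed kinetically for a further 180 s.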
TrxR1 substrate – qHTS Assay for Substrates of Mammalian Selenoprotein Thioredoxin Reductase 1 (TrxR1): qHTS | purified TrxR1 substrate turnover, NADPH consumption readout | Potency, µM (top dose mostly 114 µM), for inactives: at the highest dose activity change, negative = substrate turnover | actives 0.01% (n = 390,000); also: potency is read from the fitted curve at half-maximal effect; % is scaled to controls: 0 for no effect and ±100 for the full control effect; nearly all actives have a fitted effect of over 50% in size
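Rat TrxR1, dispensed at 90 nM, was prereduced with 400 uM NADPH (final) for 5 min at ~22 deg C, then incubated with compound 15 min before 400 uM selenite. A first-read NADPH fluorescence drop versus no-compound background flagged substrates.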
* marks the source's active call; other numbers are inactive results; u = inconclusive; x = no result given; [ ] = dose if it differs, or a comment. Unless noted, calls follow the shape of the dose curve; as a rule, active = well fitted inhibition curve with a large enough effect; inconclusive = small, poorly fitted or top-dose-only effect; inactive = no such curve, though single readings can be large or run the other way.

1. COc1cccc(OCC(=O)N(C)Cc2nc(-c3ccccc3)no2)c1
2. COC1OC2COC(c3ccccc3)OC2C(O)C1NC(C)=O (centres undefined)
3. CCOC(=O)c1cccc(NC(=O)c2cncc(Br)c2)c1
4. CCOc1ccc(NC(=O)c2c(C)oc3nc(C)nc(N4CCCC4)c23)cc1
5. COc1cccc(N2C(=O)CN(Cc3cc(OC)c(OC)c(OC)c3)C2=S)c1
6. COc1ccc(CCNC(=O)/C=C\c2ccccc2)cc1OC
assay / compound	1	2	3	4	5	6
mIDH1 inhibitor	22%	-2%	0%	6%	-7%	-5%
USP1-UAF1 inh	-4%	-24%	4%	-6%	-22%	-14%
rTrxR1 inhibitor	12%	19%	9%	16%	17%	-8%
PI4K2A block	-4	4	-8	0	5	2
TRHR ag	-0.2	x	-0.1	-0.4	-0.5	-0.5
TRHR PAM	-12	x	-1	-6	-8	0
D2 agonist	-0.5	x	-0.2	-0.7	-0.9	0.0
D2 antag	10	x	1	x	-7	-6
TrxR1 substrate	3%	4%	-14%	2%	-1%	-11%

Sorted by formula weight (rising): part of the list above
6. COc1ccc(CCNC(=O)/C=C\c2ccccc2)cc1OC
3. CCOC(=O)c1cccc(NC(=O)c2cncc(Br)c2)c1
5. COc1cccc(N2C(=O)CN(Cc3cc(OC)c(OC)c(OC)c3)C2=S)c1
assay / compound	6	3	5
mIDH1 inhibitor	-5%	0%	-7%
USP1-UAF1 inh	-14%	4%	-22%
rTrxR1 inhibitor	-8%	9%	17%
PI4K2A block	2	-8	5
TRHR ag	-0.5	-0.1	-0.5
TRHR PAM	0	-1	-8
D2 agonist	0.0	-0.2	-0.9
D2 antag	-6	1	-7
TrxR1 substrate	-11%	-14%	-1%

Continued:
7. CCN(CC)C(=O)CSc1nc2c(c(=O)n(C)c(=O)n2C)n1Cc1ccccc1
8. Nn1c(SCC(=O)Nc2nccs2)nnc1-c1cccnc1
9. Cc1cccc(-n2ncc3c(NC4CCCC4)ncnc32)c1
10. Cc1ccnc2nc(C(=O)OCC(=O)NC(=O)NCc3ccco3)nn12
11. CCS(=O)(=O)c1nc(S(=O)(=O)c2ccc(Cl)cc2)c(NCCCN2CCCC2=O)s1
12. COc1cccc(/C=C/C(=O)N2CCN(c3n[nH]c(=O)[nH]c3=O)CC2)c1OC
assay / compound	7	8	9	10	11	12
mIDH1 inhibitor	x	4%	12%	-4%	-6%	-1%
USP1-UAF1 inh	-1%	-5%	u	-20%	-12%	-4%
rTrxR1 inhibitor	10%	-6%	11%[57.1 µM]	-2%	8%	15%[57.1 µM]
PI4K2A block	1	-1	4	2	2	5
TRHR ag	-0.6	-0.1	-0.7	0.7	-0.7	0.1
TRHR PAM	1	4	-1	0	-3	-2
D2 agonist	0.5	1.2	-0.4	0.9	-2.0	x
D2 antag	x	-29	x	-5	-9	x
TrxR1 substrate	11%[11.4 µM]	-1%	-1%[57.1 µM]	3%	-3%	5%[57.1 µM]

13. CCCCOc1ccc(N=Nc2ccc(N)nc2N)cn1
14. Cc1ncc(C[n+]2csc(C)c2C)c(N)n1
15. CCNS(=O)(=O)c1ccc(C(=O)OCC(=O)N2CCCc3ccccc32)cc1
16. CCc1cccc(CC)c1NC(=O)c1ccccc1
17. Cc1ccc2c(c1)cc1c(=O)n(CC(=O)NC3CCCCC3)nc(C)n12
18. Cc1cc(NCc2ccccc2Cl)n2cnnc2n1
assay / compound	13	14	15	16	17	18
mIDH1 inhibitor	7%	1%	4%	-6%	-6%	1%
USP1-UAF1 inh	-15%	-13%	-19%	-16%	u	-6%
rTrxR1 inhibitor	11%[57.1 µM]	25%[57.1 µM]	17%	12%	19%	3%
PI4K2A block	-1	-2	0	-2	0	-2
TRHR ag	-1.4	0.5	-0.3	-0.5	0.0	0.9
TRHR PAM	14	6	9	-10	0	-1
D2 agonist	0.2	-0.4	0.0	-1.1	-0.1	1.5
D2 antag	0	-7	-17	21	x	x
TrxR1 substrate	-9%	9%[57.1 µM]	5%	2%	1%	4%

19. COc1ccc(NC(=O)CCCn2cnc3ccccc3c2=O)c(OC)c1
20. O=C(N/N=C/c1cn(-c2ccccc2)nc1-c1ccc(F)cc1)c1ccc(Br)o1
21. Cc1ccc(-c2nn(C)c(=O)c3ccccc23)cc1S(=O)(=O)NCCN1CCOCC1
22. CSc1ncc(F)c(N(CCO)CCO)n1
23. CCOc1cc(N2CCOCC2)c(OCC)cc1NC(=O)COC(=O)CCOc1ccc(C(C)(C)C)cc1
24. CC(=O)c1c(O)cc2n(c1=O)-c1ccc(Cl)cc1C2(C)C
assay / compound	19	20	21	22	23	24
mIDH1 inhibitor	-13%	6%	1%	4%	5%	2%
USP1-UAF1 inh	-13%	-23%	-3%	-4%	-17%	-13%
rTrxR1 inhibitor	9%	3%	-14%	-4%	1%	22%
PI4K2A block	-7	-1	-1	1	2	3
TRHR ag	0.1	0.9	0.5	-0.3	0.2	0.1
TRHR PAM	1	7	6	8	-2	0
D2 agonist	0.5	0.1	0.4	15	0.3	0.5
D2 antag	-19	-6	7	2	11	8
TrxR1 substrate	3%	5%	-12%	-3%	-3%	23%

25. O=C(CCCOc1ccccc1)N1CCN(C(=O)c2ccco2)CC1
26. COc1ccc(N2CCN(C(=O)C(=O)c3cn(CC(=O)N4CCOCC4)c4ccccc34)CC2)cc1
27. Cc1ccc2nc(-c3ccsc3)c(Nc3ccc(C(C)C)cc3)n2c1
28. COCCn1c(Cc2ccccc2)nnc1SC(C)C(=O)NC1CC1 (centres undefined)
29. Cc1c(C)n(Cc2ccccc2)c2ccc(C(=O)NC(C)c3ccccc3)cc12 (centres undefined)
30. Cc1[nH]n(-c2ccccc2)c(=O)c1C1(C(F)(F)F)C(=O)N(c2ccccc2)C2=C1C(=O)CC(C)(C)C2 (centres undefined)
assay / compound	25	26	27	28	29	30
mIDH1 inhibitor	14%	-7%	26%	0%	7%	-5%
USP1-UAF1 inh	-16%	-23%	-20%	-14%	-14%	-21%
rTrxR1 inhibitor	12%	17%	1%	-7%	22%[57.1 µM]	7%
PI4K2A block	3	-2	-1	0	4	-1
TRHR ag	0.1	-0.1	0.1	0.4	0.1	0.1
TRHR PAM	-2	4	-2	-3	-5	-1
D2 agonist	0.6	1.0	0.9	x	0.0	-1.3
D2 antag	9	-12	x	x	x	-10
TrxR1 substrate	3%	-7%	-4%	-1%	4%[57.1 µM]	-8%

31. O=C(CCSCCC(=O)NN=Cc1ccccc1)NN=Cc1ccccc1
32. Cc1ccccc1C(=O)Nc1ccc(N2CCN(C(=O)c3ccco3)CC2)cc1
33. COc1cc(OC)c(-c2nn3c(-c4cccnc4)nnc3s2)cc1OC
34. Cc1ccc2ncnc(NCCCCCC(=O)O)c2c1
35. CC(=O)Nc1ccc(S(=O)(=O)Nc2ccccc2C(=O)N2CCCCCC2)cc1
36. CC(C)N(C(=O)[C@H]1CC(CC(=O)NCCc2ccccn2)C(=O)N2CCc3c([nH]c4ccccc34)[C@]12C)C(C)C (some centres undefined)
assay / compound	31	32	33	34	35	36
mIDH1 inhibitor	17%	0%	x	-7%	0%	0%
USP1-UAF1 inh	-16%	-18%	x	-15%	-19%	-5%
rTrxR1 inhibitor	13%[57.1 µM]	30%[57.1 µM]	x	17%[57.1 µM]	21%[11.4 µM]	12%
PI4K2A block	2	-1	x	7	0	1
TRHR ag	x	-1.6	0.9	0.2	-0.1	x
TRHR PAM	x	-4	4	1	-1	x
D2 agonist	x	-1.5	0.0	-0.3	0.1	x
D2 antag	x	-2	8	-2	-7	x
TrxR1 substrate	-4%[57.1 µM]	10%[57.1 µM]	x	2%[57.1 µM]	-2%	-3%

37. Cc1ccc(N2CC(C(=O)N3CCc4ccccc43)CC2=O)cc1 (centres undefined)
38. COc1ccc(OC)c(-c2cc(C(=O)Nc3c(C)nn(Cc4ccccc4)c3C)no2)c1
39. COc1ccc(OC2CCN(S(=O)(=O)c3ccc(C(C)=O)cc3)CC2)cc1
40. Cc1ccc(NC(=O)CN2CCOCC2)cc1Cl
assay / compound	37	38	39	40
mIDH1 inhibitor	0%	4%	-10%	-6%
USP1-UAF1 inh	-5%	-12%	-25%	-4%
rTrxR1 inhibitor	25%	57%[activator][57.1 µM]	21%	7%
PI4K2A block	1	-54*	-10	-4
TRHR ag	-0.5	-0.9	0.4	0.0
TRHR PAM	0	-2	5	-2
D2 agonist	0.4	-0.1	0.2	2.6
D2 antag	29	8	-4	26
TrxR1 substrate	7%	39%[activator][57.1 µM]	6%	-8%

Rewritten with values under each structure: entries from further up.
Screens in order – mIDH1 inhibitor | USP1-UAF1 inh | rTrxR1 inhibitor | PI4K2A block | TRHR ag | TRHR PAM | D2 agonist | D2 antag | TrxR1 substrate
37: Cc1ccc(N2CC(C(=O)N3CCc4ccccc43)CC2=O)cc1 (centres undefined)
 : 0% | -5% | 25% | 1 | -0.5 | 0 | 0.4 | 29 | 7%
38: COc1ccc(OC)c(-c2cc(C(=O)Nc3c(C)nn(Cc4ccccc4)c3C)no2)c1
 : 4% | -12% | 57%[activator][57.1 µM] | -54* | -0.9 | -2 | -0.1 | 8 | 39%[activator][57.1 µM]
